Bioassay records: PubChem BioAssay, several laboratories
RmlCD inh 1536 = M. tuberculosis RmlC/RmlD inhibition | P9WH09+P9WH11 | RmlC+RmlD coupled enzyme assay, percent inhibition; primary screen in compound mixtures | inhibition, % at 3.6 µM | actives 0.03% (n = 160,000); in the data active = inhibition mostly above about 34%, no sharp cut-off; note: some results filed as inactive read as strong as hits
Target sequence (P9WH09 whole entry, looked up): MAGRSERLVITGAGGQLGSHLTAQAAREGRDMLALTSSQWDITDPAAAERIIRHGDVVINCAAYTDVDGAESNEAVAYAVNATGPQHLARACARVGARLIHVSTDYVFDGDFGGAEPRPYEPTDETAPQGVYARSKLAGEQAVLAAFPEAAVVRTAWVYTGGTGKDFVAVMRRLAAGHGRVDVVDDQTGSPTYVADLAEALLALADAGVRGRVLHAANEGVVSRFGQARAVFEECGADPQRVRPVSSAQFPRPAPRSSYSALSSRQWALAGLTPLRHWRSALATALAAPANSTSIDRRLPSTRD
Target sequence (P9WH11 whole entry, looked up): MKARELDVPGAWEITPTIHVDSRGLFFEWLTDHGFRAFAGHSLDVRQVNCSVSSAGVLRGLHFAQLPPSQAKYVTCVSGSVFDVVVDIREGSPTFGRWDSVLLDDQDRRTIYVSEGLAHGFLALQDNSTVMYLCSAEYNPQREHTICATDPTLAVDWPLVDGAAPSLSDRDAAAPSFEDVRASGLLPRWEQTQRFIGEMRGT
GlmU inhibition = inhibition of mycobacterial GlmU enzyme – biochemical, glucosamine-1-phosphate acetyltransferase (AID 1376); M. tuberculosis GlmU acetyltransferase enzyme assay; higher % means a stronger effect; inhibition, %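 (tested at 30 µM in the primary screen)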; hits with a dose series show IC50 in µM; actives 0.25% (n = 220,000); in the data active = inhibition above about 13%;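 note: 0% = complete reaction with vehicle and 100% = reaction without substrate; strong numbers were not always called active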
Numbers without * were called inactive; / = no result given; & = joins results of further samples. Only part of the results is shown; count on the stated rates, not on these rows.

SMILES | RmlCD inh 1536 | GlmU inhibition
Cc1ccccc1NC(C)C(=O)N/N=C/c1c[nH]c2ccccc12 (centres undefined) | 3 | 5.8%
CC(C)CCN1CC(C(=O)NCCC2=CCCCC2)CC1=O (centres undefined) | / | 1.3%
COC(=O)c1ccc(CC(=O)c2nc3ccccc3s2)cc1 | 6 | 0.3%
CCn1cc(C(=O)Nc2cccc(C)c2)c(=O)c2ccc(C)nc21 | -9 | -1.9%
Cc1ccc(C2CC(=O)NC(SCCC(C)C)=C2C#N)cc1 (centres undefined) | 6 | -0.7%
COc1ccc(C2NC(=O)c3ccccc3N2)cc1OC (centres undefined) | 11 | /
Fc1ccccc1Cc1ccc(Cl)nn1 | -12 | -3.9%
NS(=O)(=O)c1ccc(NS(=O)(=O)c2ccc(NC(=O)c3ccc(-c4ccccc4)cc3)cc2)cc1 | 12 | /
COc1cc2c(cc1OC)C(C(=O)NCc1ccco1)C(c1cccs1)N(C)C2=O (centres undefined) | / | 1.2%
COc1ccc(-c2cc(NCCc3ccncc3)n3ncnc3n2)cc1 | 11 | 1.2%
COc1ccc(OCCSc2nnc(-c3ccoc3C)n2C)cc1 | / | 2.3%
O=C(CN1C(=O)S/C(=C\C=C\c2ccccc2)C1=O)N1CCOCC1 | 7 | 0.7%
NNC(=S)Nc1ccc(Cl)cc1 | / | -7.7%
Cc1ccnc(NS(=O)(=O)c2ccc(N)cc2)n1 | / | 3.0%
CC(=O)Nc1ccc(N2CCC(C)CC2)c([N+](=O)[O-])c1 | 20 | -4.7%
CCN(Cc1ccccc1)C(=O)CCc1nnc(CCCc2ccccc2)o1 | / | -8.8%
O=C(CSc1ccc(C(F)(F)F)cn1)Nc1ccccc1 | -7 | -2.3%
COc1ccccc1C1(CC(=O)Nc2nccs2)CCOC(C(C)C)C1 (centres undefined) | 12 | 3.1%
CCCN1C2=NCCCN2c2ccccc21 | / | 5.4%
CCOC(=O)CNC(=O)c1ccc(C)cc1 | -10 | -4.9%
Cc1ccc(/C=C2\Oc3c(ccc(O)c3CN3CCN(C)CC3)C2=O)cc1 | -2 | /
CCOC(=O)C1CCN(CC(=O)c2c(C)[nH]c3ccccc23)CC1 | / | 0.5%
CCCOc1ccc(N2C(=O)CC(N3CCC(O)(c4cccc(C(F)(F)F)c4)CC3)C2=O)cc1 (centres undefined) | / | 1.3%
Cc1ccc(/C=N/NC(=O)C(=O)N/N=C/c2ccc(C)o2)o1 | -7 | 1.5%

Single records, as listed above.
`NNC(=S)Nc1ccc(Cl)cc1` across the screens: RmlCD inh 1536 = /; GlmU inhibition = -7.7%
`CC(C)CCN1CC(C(=O)NCCC2=CCCCC2)CC1=O` (centres undefined) across the screens: RmlCD inh 1536 = /; GlmU inhibition = 1.3%

The results go on:
SMILES | RmlCD inh 1536 | GlmU inhibition
CN1CCC(N(C)C(=O)c2ccccc2Nc2ccc(SC(F)F)cc2)CC1 | -3 | -3.4%
Clc1ccc(CNC2CN3CCC2CC3)cc1 (centres undefined) | 8 | 0.4%
CN1CCN(C2=Nc3cc(F)ccc3Cc3ccccc32)CC1 | 6 | 5.7%
C=CCn1c(O)c(N=NC(=S)Nc2ccc(OC)cc2)c2ccccc21 | / | -3.6%
CCNC(=O)/C=C/c1ccccc1[N+](=O)[O-] | 6 | -0.1%
C=CCn1c(=O)c2c(C)c(C)sc2n2c(Nc3ccccc3)nnc12 | 12 | -3.2%
Oc1c(Br)cc(Br)cc1C=NCc1ccccc1 | / | 2.9%
COc1ccc(C2(O)CN(c3ccccc3)C3=[N+]2CCS3)cc1OC (centres undefined) | -6 | 0.1%
CCCCc1nc(SCc2ccc([N+](=O)[O-])cc2)n[nH]1 | -13 | -2.4%
O=c1[nH]ncc(NCCc2ccccc2)c1Cl | 6 | 2.3%
CCCCSc1nc2ccc(Nc3nc(N4CCOCC4)nc(N4CCOCC4)n3)cc2s1 | -4 | -5.3%
CCOC(=O)c1ccc(NC(=O)CSc2nnc(-c3ccncc3)n2C)cc1 | / | -2.2%
O=C(NCc1ccco1)C1CCN(C(=O)c2cc3sccc3n2Cc2ccc(F)cc2)CC1 | / | 3.5%
Cc1nn(S(=O)(=O)N(C)C)c(C)c1CN1C(=O)c2ccccc2C1=O | / | -2.6%
O=C(Cc1cccs1)Nc1ccc(S(=O)(=O)N2CCCC2)cc1 | 1 | -4.7%
CCc1n(CC(O)COCc2ccccc2)c2ccccc2[n+]1C (centres undefined) | 4 | -6.0%
CCC(C)n1c(SCC(=O)NC(=O)Nc2ccc3c(c2)OCCO3)nc2ccccc2c1=O (centres undefined) | / | 5.5%&-2.2%
CC1(C(=O)CSc2n[nH]c(-c3ccccc3Cl)n2)CCC(=O)O1 (centres undefined) | 11 | 0.9%
Cc1cc2nc(C)c(Cc3ccccc3)c(=O)n2[nH]1 | 6 | -5.6%
Cc1ccsc1/C=N/NC(=O)C1C(=O)NCC1c1ccccc1 (centres undefined) | 12 | 3.0%
CSc1n[nH]c2nc3c(c(=O)n12)C1(CCCCC1)Cc1ccccc1-3 | 1 | 2.3%
CC(NC(=O)c1ccco1)C(c1cccs1)N1CCN(c2ccc(F)cc2)CC1 (centres undefined) | / | 1.8%
O=C(C1CCCO1)N1CCN(S(=O)(=O)c2ccccc2)CC1 (centres undefined) | -2 | -2.7%
CSc1cccc(NC(=O)CN(C2CCCCC2)S(C)(=O)=O)c1 | / | 2.0%
COc1cc(OC)cc(C(=O)NC(=S)NNC(=O)Cc2cccs2)c1 | 4 | 3.3%
CCn1c(O)c(C2=c3ccccc3=NC2=O)c2cc(Br)ccc21 | 2 | -8.8%
COc1ccc(CCNc2nc(C)nc3c2oc2ccccc23)cc1OC | / | -1.8%
O=C(/C=C/c1ccccc1)NC(=S)Nc1ccc(CN2CCOCC2)cc1 | 85 | -0.1%
CCc1c(C)nc(Nc2nc(C)c3ccc(OC)cc3n2)[nH]c1=O | 8 | 1.8%
O=C(O)C1(NS(=O)(=O)c2ccc(Cl)cc2)CCCCC1 | 17 | /
Cc1ccccc1-c1nn(-c2ccc(F)cc2F)cc1CNCCN(C)C | -12 | -4.5%
CC(=C1C(=O)c2ccccc2C1=O)N1CCN(CCN=CC2=C(O)CC(C)(C)CC2=O)CC1 | / | -3.5%
CN1C=C(C(F)(F)F)C=C/C1=C(\C#N)c1nnc2n1CCCCC2 | -4 | -3.0%
Cc1[nH]nc2c1C(c1ccc(OC(=O)c3ccco3)cc1)C(C#N)=C(N)O2 (centres undefined) | -10 | -7.6%
CCc1cccc(C)c1NC(=O)CSc1nc2ccc(N3C(=O)c4ccccc4C3=O)cc2s1 | 5 | /
O=C(NCc1ccccn1)c1cc(-n2cnnc2)ccc1Cl | / | 1.3%
COC(C[C@@H](O)CC(=O)[C@H](C)OCc1ccccc1)OC | / | 5.0%
Cc1ccccc1-n1c(Cn2c(=O)sc3ccccc32)nnc1SCC(=O)N1CCCC1 | -1 | /
COc1c(F)c(F)c(C(=O)Nc2ccc(NC(=O)c3ccco3)cc2)c(F)c1F | -2 | -4.6%
Cc1ccc(COc2ccc(/C=N/NC(=O)CN3CCCCC3)cc2)cc1 | -3 | 5.5%
Cc1ccccc1NC(=S)N(Cc1ccco1)C(C)c1ccccn1 (centres undefined) | / | -3.6%
COCCNS(=O)(=O)c1cc(OC)ccc1OC | -8 | 4.5%
COC(=O)C(C)n1nnc2sc(-c3ccccc3)cc2c1=O (centres undefined) | 3 | -6.0%
Cc1cc(NC(=O)CCC(=O)N(c2ccccc2)C2(C(=O)NC3CCCCC3)CCCC2)no1 | -6 | /
CCC(C)(C)NC(=O)C(c1ccncc1)N(Cc1cccs1)C(=O)Cn1nnc2ccccc21 (centres undefined) | 8 | 1.2%
Cc1ccc(CNc2ncnc3cc(Cl)ccc23)o1 | -4 | -4.4%
CC1(C(=O)NC2CCCC2)CCC(=O)N1Cc1cccs1 (centres undefined) | / | 0.3%
CCOC(=O)NNc1ccccc1 | 1 | -3.5%

Of the compounds above, 10 contain a furan ring, fused or not.
SMILES | RmlCD inh 1536 | GlmU inhibition
COc1cc2c(cc1OC)C(C(=O)NCc1ccco1)C(c1cccs1)N(C)C2=O (centres undefined) | / | 1.2%
COc1ccc(OCCSc2nnc(-c3ccoc3C)n2C)cc1 | / | 2.3%
Cc1ccc(/C=N/NC(=O)C(=O)N/N=C/c2ccc(C)o2)o1 | -7 | 1.5%
O=C(NCc1ccco1)C1CCN(C(=O)c2cc3sccc3n2Cc2ccc(F)cc2)CC1 | / | 3.5%
CC(NC(=O)c1ccco1)C(c1cccs1)N1CCN(c2ccc(F)cc2)CC1 (centres undefined) | / | 1.8%
COc1ccc(CCNc2nc(C)nc3c2oc2ccccc23)cc1OC | / | -1.8%
Cc1[nH]nc2c1C(c1ccc(OC(=O)c3ccco3)cc1)C(C#N)=C(N)O2 (centres undefined) | -10 | -7.6%
COc1c(F)c(F)c(C(=O)Nc2ccc(NC(=O)c3ccco3)cc2)c(F)c1F | -2 | -4.6%
Cc1ccccc1NC(=S)N(Cc1ccco1)C(C)c1ccccn1 (centres undefined) | / | -3.6%
Cc1ccc(CNc2ncnc3cc(Cl)ccc23)o1 | -4 | -4.4%

Following part.
SMILES | RmlCD inh 1536 | GlmU inhibition
O=C(Nc1ccc(NC(=O)C2CC2)nc1)c1ccncc1 | / | 5.0%
CC(C(=O)Nc1ccc(S(N)(=O)=O)cc1)N1CCc2ccccc21 (centres undefined) | -9 | 4.0%
O=C(Nc1cccc(C(F)(F)F)c1)c1cnccn1 | -3 | -3.5%
CCOC(=O)NN1C(=O)c2ccccc2NC1c1ccccc1O (centres undefined) | -10 | 1.7%
COc1ccc(NC(=O)CSc2nnc(-c3ccccc3C)n2N)cc1 | / | 0.9%
CCn1c(=NC(=O)c2ccc(N3C(=O)CCC3=O)cc2)sc2c(OC)ccc(OC)c21 | 19 | -3.3%
COc1cc(CNc2ccc(O)cc2)cc(Br)c1OCc1ccccc1 | -7 | 2.5%
NNC(=O)c1ccc2nc(-c3ccc(Br)cc3)cn2c1 | -10 | 3.1%
CN(C)c1ncc(S(=O)(=O)c2ccccc2)c(-c2ccccc2Cl)n1 | -6 | 14%*
COC(=O)CCN1CCc2cc(N=Nc3ccc([N+](=O)[O-])cc3)ccc21 | 15 | 0.6%
O=C1C=C(c2cccs2)CC(c2cccs2)C1n1cnc([N+](=O)[O-])c1 (centres undefined) | / | -1.0%
O=C(NCC1CCCO1)/C(=C\c1cccs1)NC(=O)c1ccccc1 (centres undefined) | -25 | 0.8%
CC(=O)c1c(C)cc(C)c(CSc2nc(C)cc(=O)[nH]2)c1C | / | -2.2%
COc1ccc(N=C2CCCN2CC(N)=O)cc1 | 8 | 0.2%
C/C(=N\NC(N)=S)c1cccnc1 | -10 | 1.1%
O=C(Nc1cccc2ccccc12)N1CCN(c2ccc(F)cc2)CC1 | -8 | 1.1%
Cc1ccc2cc(/C=N/NC(=O)c3ccc(F)cc3)c(Cl)nc2c1 | 6 | -4.1%
CCOC(=O)C(=O)C1C(=O)Nc2ccccc21 (centres undefined) | / | -4.4%
CC(=O)OC1CC[C@@]2(C)C(CCC3C2CC(=O)[C@@]2(C)C3CC3CC(C)=CC(=O)C32)C1 (some centres undefined) | -11 | 1.2%
COc1ccc(-n2nnnc2SCC(=O)Nc2nnn(C)n2)cc1 | -1 | 2.3%
CCOC(=O)c1ccc(COC(=O)CNC(=O)CNC(=O)c2ccc(OC)cc2)o1 | 8 | -4.4%
CCOc1ccc(-n2nc3ccc(NC(=O)c4ccc5c(c4)OCCO5)cc3n2)cc1 | / | 3.7%
C=CCC(C(=O)OC)(C(=O)OC)c1ccccc1[N+](=O)[O-] | -2 | 0.3%
O=C(CNC(=O)Cn1ccc2ccccc2c1=O)NCCCN1CCCCCC1 | 0 | -11%
CC(=O)c1cccc(NC(=O)CC2S/C(=N/N=C/c3ccccc3)NC2=O)c1 (centres undefined) | 15 | 1.9%
C=CCSC1=NNC(c2ccc(C(C)(C)C)cc2)=NN1 | -17 | 2.8%
O=C(O)C1CCC(=O)N1Cc1ccc(F)cc1 (centres undefined) | 5 | -1.6%
Cc1ccc(-c2nn(C)c(=O)c3ccccc23)cc1CNC(=O)/C=C/c1ccccc1 | 0 | 5.6%
COc1cc(S(=O)(=O)NCc2ccccc2)ccc1F | / | -0.4%
CSc1ncc(CN2CCN(CC=C(C)C)C(CCO)C2)cn1 (centres undefined) | -8 | 1.6%
CC(C)N1C(=O)CCC1C(=O)O (centres undefined) | 3 | -3.2%
Cn1c(CCNC(=O)C(C)(C)C)nc2ccccc21 | -15 | 0.8%
Cn1c(COc2ccccc2)nnc1SCC(=O)NCc1ccccc1 | / | 0.5%
CCCc1nc2oc3c(NCCN(C)C)ncnc3c2c2c1CCCC2 | / | -5.0%
O=C(COc1ccccc1/C=C\c1nc(O)c([N+](=O)[O-])c(=O)[nH]1)Nc1ccccc1 | -3 | 3.2%
Cc1ccc(C(=O)NNC(=O)C2CCN(c3nc(C)cc(C)n3)CC2)cc1 | -7 | -2.4%
Cc1cc(C)n(-c2nc3ccccc3[nH]c2=O)n1 | 9 | -0.1%
Nc1nc(CSc2nc3ccccc3s2)nc(N2CCOCC2)n1 | 9 | -3.1%
O=C1/C(=C\c2ccco2)SC(=S)N1c1ccc(O)cc1 | -10 | 8.4%
Cc1ccc(Cn2ccc(NC(=O)c3cc(-c4ccc(Cl)cc4)on3)n2)cc1 | 3 | -3.2%
